LDHA block: qHTS assay for inhibitors of human lactate dehydrogenase. purified LDHA, NADH/diaphorase-resazurin fluorescence; stronger effect = lower value. activity change, % (values are at about 110 or 230 µM). hit rate 0.15% among 480,000. AID 1347041, 2019; in the data active = activity change below about -30%; inconclusive = mostly about -25% to -30%;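 note: plate controls were DMSO wells for no effect and wells without enzyme for full effect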
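LDH5 2 nM; NADH 0.06 mM, pyruvate 0.2 mM; 200 mM Tris pH 7.4, EDTA, Tween-20; 5 min RT. Detection: diaphorase 0.133 mg/mL + resazurin 37 µM, fluorescence ex540/em590 at 0 and 20 min; normalized to enzyme-free and DMSO wells.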
RGS4 inh: Inhibitors of Regulator of G Protein Signaling (RGS) 4: qHTS; Potency, µM (series often up to 114 µM), inactives show top-dose activity change, negative = inhibition, actives largely listed as inhibitors; Transcreener GDP fluorescence polarization, RGS4-accelerated GTP hydrolysis; hit rate 0.039% among 390,000; AID 504845, 2011; note: potency is the fitted concentration of half-maximal effect; % is set by controls: 0 for no effect and ±100 for the full control effect; nearly all actives have a fitted effect of over 75% in size; some results filed as inactive show a strong effect at the top dose
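MLSMR compounds (23 nl, pin-transferred) preincubated 10 min at room temperature with a 500nM (2x) first reagent, then RGS4 at 900nM (2x) plus Transcreener GDP mix added; fluorescence polarization (620/688 nm) read before and after 90 min at 30 °C.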
Pol beta inh: qHTS Assay for Inhibitors of DNA Polymerase Beta | Potency, µM (series often up to 114 µM), for inactives: at the highest dose activity change, negative = inhibition, most hits filed as inhibitors | AID 485314, 2010 | hit rate 1.3% among 340,000 | Pol beta primer extension/strand displacement, fluorescence kinetic; note: potency is the fitted concentration of half-maximal effect; % is set by controls: 0 for no effect and ±100 for the full control effect
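Homogeneous kinetic assay of primer extension and strand displacement by 10 nM Pol beta, preincubated 15 min at room temperature with compound before 50 nM substrate (final) was added. Read at 0 and 10 min; four-parameter Hill fit.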
POLH inh: qHTS for Inhibitors of Polymerase Eta; recombinant Pol eta, fluorescent DNA replication assay; Potency, µM (doses to about 114 µM), for inactives: at the top dose activity change, negative = inhibition, hits mostly inhibitors; hit rate 1.2% among 390,000; note: potency is the fitted concentration of half-maximal effect; % is set by controls: 0 for no effect and ±100 for the full control effect
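Pol eta at 10 nM preincubated with compounds 15 min at room temperature; reaction started with fluorescent substrate (50 nM final) and read kinetically at 0 and 10 min.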
APE1 inh: qHTS Assay for Inhibitors of the Human Apurinic/apyrimidinic Endonuclease 1 (APE1) | Potency, µM (top dose mostly 65.8 µM), for the others: at the highest dose activity change, negative = inhibition, usual class: inhibitors | hit rate 0.35% among 350,000 | DNA repair nuclease/redox regulator APEX1 (Homo sapiens), P27695 | AID 2517, 2012 | recombinant APE1, TAMRA/BHQ-2 abasic DNA cleavage fluorescence;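 note: potency is the fitted concentration of half-maximal effect; plate controls were vehicle for no effect and reference inhibitor for full effect; nearly all actives have a fitted effect of over 55% in size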
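Substrate: short duplex with […] THF abasic site, 5'-TAMRA and 3'-BHQ-2, 50 nM final. APE1 at 0.75 nM, preincubated 15 min RT with compound. Fluorescence increase from first to third read measured activity.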
Pol kappa inh: qHTS for Inhibitors of Polymerase Kappa. Potency, µM (series often up to 107 µM), for the others: top-dose activity, negative = inhibition, actives largely listed as inhibitors. purified Pol kappa, fluorescent DNA synthesis assay, 10 min. DNA polymerase kappa (Homo sapiens), Q9UBT6. hit rate 0.53% among 400,000; note: potency is the fitted concentration of half-maximal effect; % is set by controls: 0 for no effect and ±100 for the full control effect
Target sequence (Q9UBT6 whole entry, looked up): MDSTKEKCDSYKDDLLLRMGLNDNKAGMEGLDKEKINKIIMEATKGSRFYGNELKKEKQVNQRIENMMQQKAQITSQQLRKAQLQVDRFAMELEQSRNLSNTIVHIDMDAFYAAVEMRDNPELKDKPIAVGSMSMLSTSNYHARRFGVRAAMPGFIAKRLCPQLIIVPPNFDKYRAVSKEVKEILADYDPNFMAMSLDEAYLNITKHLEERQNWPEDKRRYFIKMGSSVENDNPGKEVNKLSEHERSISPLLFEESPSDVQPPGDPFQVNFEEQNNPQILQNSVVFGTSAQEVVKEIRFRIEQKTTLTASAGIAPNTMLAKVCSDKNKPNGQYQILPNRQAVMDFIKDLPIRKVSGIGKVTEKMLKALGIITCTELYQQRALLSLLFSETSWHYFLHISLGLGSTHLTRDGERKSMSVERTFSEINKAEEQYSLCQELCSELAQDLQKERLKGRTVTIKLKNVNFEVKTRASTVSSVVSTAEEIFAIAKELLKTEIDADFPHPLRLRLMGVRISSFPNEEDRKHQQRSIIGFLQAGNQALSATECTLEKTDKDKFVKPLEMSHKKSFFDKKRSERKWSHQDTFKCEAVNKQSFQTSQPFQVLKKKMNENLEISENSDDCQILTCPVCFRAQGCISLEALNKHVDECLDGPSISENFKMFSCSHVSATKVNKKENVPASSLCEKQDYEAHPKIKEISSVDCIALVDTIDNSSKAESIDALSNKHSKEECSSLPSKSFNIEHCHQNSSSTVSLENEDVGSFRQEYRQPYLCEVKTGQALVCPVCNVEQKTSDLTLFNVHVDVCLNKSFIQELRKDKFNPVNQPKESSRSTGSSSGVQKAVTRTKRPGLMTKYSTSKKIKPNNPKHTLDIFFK
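Kinetic fluorescence screen: compound preincubated 15 min RT with 10 nM enzyme; 50 nM substrate (final) initiates; reads at 0/10 min.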
12-LOX inh: Primary qHTS assay for inhibitors of human arachidonate 12S-lipoxygenase (ALOX12): Round 2 | Polyunsaturated fatty acid lipoxygenase ALOX12 (Homo sapiens), P18054 | purified 12hLO, xylenol orange hydroperoxide absorbance | Potency, µM (doses to about 108 µM), without a hit: at the top dose activity change, negative = inhibition, hits mostly inhibitors | hit rate 1.1% among 580,000 | AID 1671190, 2021; note: potency is the fitted concentration of half-maximal effect; % is set by controls: 0 for no effect and ±100 for the full control effect
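Hydroperoxide product was detected by ferrous iron/xylenol orange as the 573 to 405 nm absorbance ratio. Arachidonic acid at 40 uM (final) was turned over for 30 min at room temperature by 150 nM human 12hLO, pH 7.0 Hepes buffer, after 15 min compound preincubation.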
ERG-DNA inh: qHTS for Small Molecule Inhibitors of the ERG Ets/DNA interaction. Potency, µM (top dose mostly 76.9 µM), for the others: at the highest dose FP activity, negative = inhibition, usual class: inhibitors. Transcriptional regulator ERG (Homo sapiens), P11308. hit rate 0.028% among 370,000. fluorescence polarization, His-ERG Ets domain / labelled DNA; active = well fitted inhibition curve with a large enough effect in the polarisation, with a control signal flat; inconclusive = small, poorly fitted or top-dose-only effect, or effect the other way, or a change in a side signal; inactive = no such curve, though single readings can be large or run the other way; the % refers to the polarisation;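 note: polarization taken with two DNA probes labelled with fluorescein and Texas red; potency is the fitted concentration of half-maximal effect; % of control where 0% means no effect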
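His-tagged ERG Ets domain (1 uM in the protein solution; 300mM KCl, 50mM Tris-HCl, 1mM EDTA, 1mM DTT, pH 7.5) received compound, then a probe mix of 5 nM fluorescein-DNA and 100nM Texas-615-DNA. Fluorescence polarization was read for both dyes.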
Apoferritin bind: qHTS Assay for Identification of Novel General Anesthetics. Ferritin light chain (Equus caballus), P02791. apoferritin/1-aminoanthracene competitive binding, fluorescence. Potency, µM (top dose mostly 77.5 µM), inactives show at the top dose activity change, negative = displacement, usual class: inhibitors. hit rate 0.074% among 350,000; note: potency is the fitted concentration of half-maximal effect; % is set by controls: 0 for no effect and ±100 for the full control effect; nearly all actives have a fitted effect of over 20% in size
Target sequence (P02791 2-175 limits assumed): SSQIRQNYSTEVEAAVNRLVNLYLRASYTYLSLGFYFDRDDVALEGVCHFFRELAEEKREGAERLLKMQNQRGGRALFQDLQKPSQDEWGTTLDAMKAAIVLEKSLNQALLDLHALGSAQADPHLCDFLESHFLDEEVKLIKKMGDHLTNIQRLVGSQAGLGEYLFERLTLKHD
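Probe: 1-aminoanthracene (50% saturated, PBS). Protein: horse-spleen apoferritin, 10 uM. Incubation: 10 min, room temperature. Detection: 380 nm excitation, 535 nm emission. Analysis: normalized response, four-parameter Hill.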
* hit, by the source's call; ? = inconclusive; nt = not tested or not shown; [ ] = another dose, or the depositor's remark. Unless noted, calls come from the whole dose curve; as a rule, active = well fitted curve in the direction sought with a large enough effect; inconclusive = small, poorly fitted or top-dose-only effect, or another doubt; inactive = no such curve, though single readings can be large; an effect the other way counts as inactive or inconclusive.

SMILES	LDHA block	RGS4 inh	Pol beta inh	POLH inh	APE1 inh	Pol kappa inh	12-LOX inh	ERG-DNA inh	Apoferritin bind
CCc1cccc(NC(=O)C2CCCN2S(=O)(=O)c2cccc3cccnc23)c1 (centres undefined)	0	7%	6%	2%	-21%	-16%	-8%	-3%	?
CCN1CCN(C(=O)c2ccc(CS(=O)Cc3ccc(C)cc3)o2)CC1 (centres undefined)	-1	16%	15%	5%	2%	-7%	6%	-5%	-6%
CC(C)(C)c1ccc(/C=C2\Oc3cc(O)ccc3C2=O)cc1	-3	12%	0%	-3%	15%	-16%	-7%	-5%	58%[activator]
COC(=O)C1=C(C)NC2=C(C(=O)CCC2)C1c1cn(Cc2ccc(Br)cc2)nc1-c1ccccc1 (centres undefined)	-4	-18%	9%	-12%	-6%	-9%	-5%	-17%	226%[activator]
COc1cc(Br)c(Br)cc1N	0	-35%	33%[activator]	-25%	-7%	-21%	0%	-14%	-14%
CCCS(=O)(=O)N1CCCC(C(=O)Oc2ccc(OC)cc2)C1 (centres undefined)	-6	12%	4%	-12%	25%	-3%	0%	1%	-7%
Cc1csc(NC(=S)Nc2cccc(Cl)c2)n1	-7	-15%	29%	-13%	-4%	-11%	8.9µM*	-1%	?
O=C(Nc1ncc(Cl)cc1Cl)c1c(F)cccc1Cl	-2	-5%	5%	-1%	-4%	-12%	-10%	0%	?
C#CCOC(=O)/C(=C/C=C/c1ccccc1)NC(=O)c1ccccc1	-1	-10%	-6%	-19%	4%	-25%	1%	3%	-2%
Fc1cccc(-c2nnn3c2nc(NCCc2ccccc2)c2ccccc23)c1	0	24%	15%	-13%	nt	3%	-11%	-6%	10%
O=c1c(NCc2ccccc2Cl)nccn1-c1ccccc1	-4	18%	3%	-6%	nt	5%	0%	16%	3%
O=S(=O)(Nc1ccc(O)c(Sc2nc3ccccc3s2)c1)c1ccc(Cl)cc1	-2	-6%	5%	-5%	-7%	-19%	?	10%	?
Cc1ccc(N=Nc2c(C)[nH]n(C(N)=S)c2=O)cc1C	-3	-23%	20%	-13%	13%	-3%	-16%	-2%	-12%
O=C(Nc1cccc2cccnc12)c1cccnc1	14	-11%	-14%	-7%	-3%	0%	22%	-5%	-4%
O=C(Nc1cccc2c1CCCC2)c1ccccc1Cl	-7	11%	42%	-1%	29%	0%	?	-2%	-7%
COC(=O)c1sccc1NC(=O)CSc1nnnn1-c1ccccc1F	-8	-4%	-4%	-9%	-2%	-10%	-7%	11%	?
O=C(O)c1csc(Cc2ccccc2)n1	-8	13%	14%	-11%	-6%	-9%	?	-3%	-5%
CC(=O)Nc1ccc(CC#N)cc1	-9	15%	27%	-4%	-1%	-12%	12%	-3%	-5%
Cc1ccc2nc(C)c3c(c2c1)N(c1ccccc1)CC3	0	-15%	-11%	-6%	-4%	2%	?	1%	42%[activator]
O=c1c2cc(F)ccc2[nH]c(=S)n1Cc1ccc(F)cc1	-4	-2%	8%	-10%	-9%	4%	0%	1%	-7%
CCc1ccc(NC(=O)CSc2nc3ccsc3c(=O)n2CCC(=O)O)cc1	-14	12%	1%	-5%	-15%	-1%	32%[activator]	-2%	-9%
CC12CC3CC(C)(C1)CC(C(=O)Nc1nn[nH]n1)(C3)C2	4	-1%	8%	-2%	0%	-3%	17%	-12%	?
COc1ccc(OC)c(S(=O)(=O)NCCO)c1	-9	24%	-9%	13%	6%	-3%	0%	7%	2%
C=C(C)COc1ccc2oc(C)c(C(=O)OCCOC)c2c1	-3	13%	15%	1%	9%	-2%	-12%	5%	1%
CC(=O)Nc1ccc(S(=O)(=O)Nc2ccc(Cl)nn2)cc1	-1	5%	38%	-7%	-10%	-16%	23%	1%	-6%
O=C(CSc1nc2ccccc2nc1N1CCCC1)Nc1ccc(Cl)cc1	-6	17%	?	-15%	15%	-1%	-6%	-3%	-11%
COc1ccc(NC(=O)c2ocnc2C)cc1OC	0	-4%	1%	-13%	22%	-10%	19%	1%	-9%
Cc1ccc(-n2nc3c(c2NC(=O)c2cccs2)CS(=O)(=O)C3)cc1	-2	20%	22%	5%	-3%	-8%	3%	1%	0%
CC(=O)OCC1OC(n2ccc(=O)[nH]c2=O)C(O)C1O (centres undefined)	-4	17%[11.4 µM]	16%	-11%	-4%	-6%	4%	7%	-2%
CC(C)NC(=O)Nc1cccc(Cl)c1	-13	7%	26%	-2%	12%	-10%	7%	6%	0%
CN(Cc1ccccc1)C(=O)c1cnc2n(c1=O)CCS2	-14	-8%	43%	7%	3%	0%	-1%	1%	4%
COc1ccc(CCN2C(=O)CCC2(C)C(=O)NC2CCCC2)cc1OC (centres undefined)	-2	11%	0%	-8%	-1%	5%	-3%	11%	-6%
COC(CNC(=O)C(C)n1nc(C)c2ccccc21)OC (centres undefined)	-2	9%	-10%	-11%	7%	1%	0%	-19%	-2%
Oc1c(Cl)cc(Cl)cc1C(C#Cc1ccccc1)N1CCOCC1 (centres undefined)	-1	-16%	-2%	-14%	-2%	-4%	48%[activator]	-2%	-15%
O=C(CC1S/C(=N\S(=O)(=O)c2ccc(F)cc2)N(c2ccccc2)C1=O)Nc1ccccc1 (centres undefined)	-6	-8%	-22%	-21%	-1%	-25%	-25%	2%	-7%
COc1ccc(Cc2nc(-c3cccs3)no2)cc1OC	0	-10%	24%	-20%	0%	1%	6%	2%	-13%
CC[N+](CC)(CC)C/C(N)=N/O	-4	-5%	3%	-13%	-2%	5%	0%	11%	-7%
CCN1CCCC1CN(Cc1cc2ccc(C)cc2[nH]c1=O)C(=S)Nc1cccc(OC)c1 (centres undefined)	2	3%	9%	-18%	0%	-9%	-2%	3%	5%
O=C(NC1CC1)c1sccc1-n1cccc1	1	3%	2%	-11%	1%	-8%	-21%	0%	?
CC(C)C(=O)NC(NC1CCS(=O)(=O)C1)C(Cl)(Cl)Cl (centres undefined)	-3	-6%	33%[activator]	-2%	16%	-16%	-1%	7%	-3%
O=S1(=O)N=C(N2CCCc3ccccc32)c2ccccc21	-3	-6%	14%	-11%	-1%	7%	7%	-1%	-15%
CC(C)c1nc(CNC(=O)C2CCC(=O)N(CCc3ccc(Cl)cc3)C2)no1 (centres undefined)	-10	6%	23%	-13%	-3%	-14%	25%	-5%	-8%
O=C(Cc1ccc(-n2c(=O)c3sccc3n(CC(=O)Nc3ccccc3F)c2=O)cc1)NCc1ccco1	-7	-24%	4%	0%	-5%	-2%	-11%	-6%	7%
O=S(=O)(c1ccc(-c2n[nH]c(=S)o2)cc1)N1CCCC1	-8	-7%	53%	-17%	5%	-4%	-21%	-6%	6%
CC(NC(=O)c1cc(S(=O)(=O)N(C)C)ccc1Cl)C1CC2CCC1C2 (centres undefined)	1	-30%	2%	-18%	-5%	2%	0%	3%	-6%
CCOC(=O)C1(CC)NC(c2ccc(N(C)C)cc2)C2C(=O)N(C)C(=O)C21 (centres undefined)	8	4%	9%	-13%	1%	7%	-13%	3%	-7%
Cn1cc(S(=O)(=O)NCc2ccco2)c(=O)n(C)c1=O	-1	-2%	-8%	-15%	33%[activator]	8%	17%	-5%	-3%
CCN(CC)CCC#CC(O)(c1ccccc1)C1CCCCC1 (centres undefined)	0	22%	18%	-21%	-1%	1%	?	-13%	-12%
O=C1CN(C(=O)COC(=O)c2ccccc2NCc2ccco2)c2ccccc2N1	-6	-1%	-2%	-10%	-5%	-17%	-7%	-10%	510%[activator]
Cn1c(=O)cc(SCC(=O)N2CCN(c3ccccn3)CC2)c2ccccc21	2	-16%	22%	-3%	9%	2%	11%	7%	-17%
CC(C)(C)c1ccc(-c2nc3cc(NC(=O)c4cccc(Br)c4)ccc3o2)cc1	3	3%	1%	-14%	nt	10%	0%	1%	0%

Of the compounds above, these contain a furan ring, fused or not.
SMILES	LDHA block	RGS4 inh	Pol beta inh	POLH inh	APE1 inh	Pol kappa inh	12-LOX inh	ERG-DNA inh	Apoferritin bind
CCN1CCN(C(=O)c2ccc(CS(=O)Cc3ccc(C)cc3)o2)CC1 (centres undefined)	-1	16%	15%	5%	2%	-7%	6%	-5%	-6%
C=C(C)COc1ccc2oc(C)c(C(=O)OCCOC)c2c1	-3	13%	15%	1%	9%	-2%	-12%	5%	1%
O=C(Cc1ccc(-n2c(=O)c3sccc3n(CC(=O)Nc3ccccc3F)c2=O)cc1)NCc1ccco1	-7	-24%	4%	0%	-5%	-2%	-11%	-6%	7%
Cn1cc(S(=O)(=O)NCc2ccco2)c(=O)n(C)c1=O	-1	-2%	-8%	-15%	33%[activator]	8%	17%	-5%	-3%
O=C1CN(C(=O)COC(=O)c2ccccc2NCc2ccco2)c2ccccc2N1	-6	-1%	-2%	-10%	-5%	-17%	-7%	-10%	510%[activator]

Only part of the results is shown; count on the stated rates, not on these rows.
